Screens (PubChem BioAssay)
APEX1 inh: inhibitors of human APE1 endonuclease; Potency, µM (highest dose often 65.8 µM), for the others: at the top dose activity change, negative = inhibition, usual class: inhibitors; AID 2517; 350,000 compounds, 0.35% hits; recombinant APE1, TAMRA/BHQ-2 abasic DNA cleavage fluorescence;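 further: potency means the concentration at half of the fitted maximal effect; plate controls were vehicle for no effect and reference inhibitor for full effect; nearly all actives have a fitted effect of over 55% in size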
Target sequence (P27695 whole entry, looked up): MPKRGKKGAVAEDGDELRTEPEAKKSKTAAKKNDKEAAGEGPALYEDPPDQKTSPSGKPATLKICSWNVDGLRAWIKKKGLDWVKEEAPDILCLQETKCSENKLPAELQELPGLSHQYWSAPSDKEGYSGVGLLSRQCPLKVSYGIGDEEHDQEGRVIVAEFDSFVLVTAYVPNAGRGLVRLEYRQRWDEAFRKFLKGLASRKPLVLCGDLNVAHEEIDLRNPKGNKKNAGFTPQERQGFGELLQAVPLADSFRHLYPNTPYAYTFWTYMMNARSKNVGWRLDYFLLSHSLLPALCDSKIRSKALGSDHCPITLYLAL
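0.75 nM APE1 + cpd, 15 min RT; start w/ 50 nM TAMRA/BHQ-2 THF-abasic dsDNA; kinetic fluor 525/598 nm ×3 reads @60 s; Δ(read3−read1); normalized to DMSO and NSC13755 control wells.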
RGS4 inh: blocks human RGS4-accelerated GTP hydrolysis; Transcreener GDP fluorescence polarization, RGS4-accelerated GTP hydrolysis; Potency, µM (highest dose often 114 µM), for inactives: at the highest dose activity change, negative = inhibition, hits mostly inhibitors; AID 504845; 390,000 compounds, 0.039% hits; further: potency means the concentration at half of the fitted maximal effect; nearly all actives have a fitted effect of over 75% in size; some results filed as inactive show a strong effect at the top dose
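MLSMR compounds (23 nl, pin-transferred) preincubated 10 min at room temperature with a 500nM (2x) first reagent, then RGS4 at 900nM (2x) plus Transcreener GDP mix added; fluorescence polarization (620/688 nm) read before and after 90 min at 30 °C.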
POLK inh: DNA polymerase kappa (human) inhibition | Potency, µM (highest dose often 107 µM), for inactives: at the highest dose activity, negative = inhibition, actives largely listed as inhibitors | 400,000 compounds, 0.53% hits | purified Pol kappa, fluorescent DNA synthesis assay, 10 min | Q9UBT6; further: potency means the concentration at half of the fitted maximal effect
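Kinetic fluorescence screen: compound preincubated 15 min RT with 10 nM enzyme; 50 nM substrate (final) initiates; reads at 0/10 min.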
12-LOX inh: inhibitors of human 12S-lipoxygenase ALOX12 | Potency, µM (doses to about 108 µM), without a hit: at the highest dose activity change, negative = inhibition, hits mostly inhibitors | AID 1671190 | purified 12hLO, xylenol orange hydroperoxide absorbance | 580,000 compounds, 1.1% hits; further: potency means the concentration at half of the fitted maximal effect
Target sequence (P18054 whole entry, looked up): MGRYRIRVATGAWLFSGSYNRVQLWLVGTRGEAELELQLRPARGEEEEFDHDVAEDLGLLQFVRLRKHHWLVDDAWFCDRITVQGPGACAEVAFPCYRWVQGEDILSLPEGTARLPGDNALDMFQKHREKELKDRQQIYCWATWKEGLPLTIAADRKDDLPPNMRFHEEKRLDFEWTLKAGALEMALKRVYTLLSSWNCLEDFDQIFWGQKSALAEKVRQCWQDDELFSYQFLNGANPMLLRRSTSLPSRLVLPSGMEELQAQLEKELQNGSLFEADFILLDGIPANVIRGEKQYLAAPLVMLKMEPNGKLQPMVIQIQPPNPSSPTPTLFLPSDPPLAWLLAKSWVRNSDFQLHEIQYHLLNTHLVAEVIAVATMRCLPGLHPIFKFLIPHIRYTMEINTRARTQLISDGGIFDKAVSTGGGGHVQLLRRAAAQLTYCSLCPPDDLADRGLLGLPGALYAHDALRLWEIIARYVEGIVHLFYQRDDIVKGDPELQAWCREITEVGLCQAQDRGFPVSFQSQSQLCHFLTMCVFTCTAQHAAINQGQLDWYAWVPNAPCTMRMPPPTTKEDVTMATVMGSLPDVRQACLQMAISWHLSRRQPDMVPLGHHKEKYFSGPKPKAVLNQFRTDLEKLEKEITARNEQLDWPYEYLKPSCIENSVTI
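Purified human 12hLO (150 nM final) in 25 mM Hepes, 0.01% Triton X-100, pH 7.0 was preincubated 15 min at room temperature with compound. Then 40 uM arachidonic acid was added, 30 min. Hydroperoxide was read by Fe-XO absorbance ratio 573/405 nm.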
Apoferritin bind: candidate novel general anesthetic via apoferritin binding; AID 485281; apoferritin/1-aminoanthracene competitive binding, fluorescence; 350,000 compounds, 0.074% hits; Potency, µM (series often up to 77.5 µM), without a hit: at the highest dose activity change, negative = displacement, actives largely listed as inhibitors; P02791; further: potency means the concentration at half of the fitted maximal effect; nearly all actives have a fitted effect of over 20% in size
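Horse-spleen apoferritin (10 uM) was mixed with 50% saturated 1-aminoanthracene in PBS, exposed to compounds for 10 min at room temperature, and read for fluorescence (ex 380 nm, em 535 nm). Competitive displacement was fitted with a four-parameter Hill equation.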
LDHA block: blocks human lactate dehydrogenase A. P00338. purified LDHA, NADH/diaphorase-resazurin fluorescence; stronger effect = lower value. activity change, % (values are at about 110 or 230 µM). 480,000 compounds, 0.15% hits. AID 1347041; in the data active means activity change below about -30%; inconclusive means mostly about -25% to -30%;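 further: plate controls were DMSO wells for no effect and wells without enzyme for full effect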
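Remaining NADH was detected by diaphorase (0.133 mg/mL) converting 37 µM resazurin to fluorescent resorufin, read at 0 and 20 minutes. The preceding 5-minute room-temperature reaction used 2 nM LDHA, 0.2 mM sodium pyruvate and 0.06 mM NADH at pH 7.4.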
The depositor's hits bear a star; u = inconclusive; x = no result given; & = joins results of further samples; [ ] = another dose, or the depositor's remark. Unless noted, the call rests on the fitted dose curve; in most records, active means well fitted curve in the direction sought with a large enough effect; inconclusive means small, poorly fitted or top-dose-only effect, or another doubt; inactive means no such curve, though single readings can be large; an effect the other way counts as inactive or inconclusive. Unless noted, on the % scale 0 is the no-effect control and ±100 the full control effect. These rows are one share of the data, so the mix of outcomes need not match the whole.

SMILES	APEX1 inh	RGS4 inh	POLK inh	12-LOX inh	Apoferritin bind	LDHA block
C[C@]12CC[C@H]3[C@@H](CCC4=CC(=O)CC[C@@H]43)[C@@H]1CC[C@@H]2OC(=O)CCc1ccccc1	-4.1%	x	x	-8.6%[22.9 µM]	x	x
O=C(O)CCl	2.9%	x	x	-0.2%	x	x
N#CCCC#N	5.3%	x	x	9.0%	x	x
C[C@@H]1O[C@@H](O[C@H]2CC[C@]3(C=O)C4CC[C@]5(C)[C@@H](C6=CC(=O)OC6)CC[C@]5(O)[C@@H]4CC[C@]3(O)C2)[C@H](O)[C@H](O)[C@H]1O (stereo not given in full)	3.1%	x	x	3.3%	x	x
COCC#CCN1CCCCC1c1cccnc1 (stereo not given)	-1.9%	x	x	-4.4%	x	x
C[C@]1(Cn2ccnn2)[C@H](C(=O)O)N2C(=O)C[C@H]2S1(=O)=O	u	x	x	u	x	x
CCCC[N+]12C3CC(C(CC)[C@H]1O)[C@@H]1C(O)C4(C[C@@H]12)c1ccccc1N(C)C34 (stereo not given in full)	0.7%	x	x	-0.5%	x	x
O=C1OC2(c3cc(Br)c(O)cc3Oc3c2cc(Br)c(O)[c]3[Hg])c2ccccc21 (stereo not given)	12.6µM*	x	x	u	x	x
CC1(C)S[C@@H]2[C@H](N)C(=O)N2[C@H]1C(=O)O	16.8%	x	x	-3.2%	x	x
CN[C@H]1C[C@@H](N)[C@H](O)[C@@H](O[C@@H]2O[C@H](CO)[C@H](O)[C@@H]3OC4(O[C@H]23)O[C@H](C(N)CO)[C@H](O)[C@H](O)[C@H]4O)[C@@H]1O (stereo not given in full)	1.0%	x	x	1.2%	x	x
C[C@@H](N)[C@@H](O)c1ccccc1	4.5%[21 µM]	x	x	-0.2%	x	x
COC(=O)C1=CO[C@@H](C)[C@@H]2CN3CC[C@]4(C(=O)Nc5c4ccc(OC)c5OC)[C@H]3C[C@H]12	-2.0%	x	x	10.4%	x	x
O=[N+]([O-])/N=C1\NCCN1Cc1ccc(Cl)nc1	-2.1%&0.1%	x	x	-7.0%[22.9 µM]	x	x
Nc1ncnc2c1ncn2[C@@H]1O[C@@H]2COP(O)(=S)O[C@H]2[C@H]1O (stereo not given in full)	x	x	-4.0%	x	x	-10.7
N=C(N)c1ccc(-c2ccc(-c3ccc(C(=N)N)cc3)o2)cc1	x	x	12.6µM*	x	x	1.7
CC(=O)NCC(N)C(=O)c1ccc(C)cc1 (stereo not given)	x	x	0.6%	x	x	-3.2
CN(C)c1ccc(N=Nc2ccccc2)cc1	1.5%	x	-7.5%	x	x	-4.6
COC1CC(=C(c2cccs2)c2cccs2)C[N+](C)(C)C1 (stereo not given)	x	x	7.1%[19.4 µM]	-6.8%[22.9 µM]	x	x
O=C1c2ccccc2C(=O)C1C(=O)C(c1ccccc1)c1ccccc1	x	x	-3.7%[19.4 µM]	u	x	x
CCOC(=O)NC(O)C(Cl)(Cl)Cl (stereo not given)	x	x	4.1%[19.4 µM]	0.7%[22.9 µM]	x	x

Entries of single compounds, quoted from the list:
N=C(N)c1ccc(-c2ccc(-c3ccc(C(=N)N)cc3)o2)cc1 is listed as APEX1 inh: x; RGS4 inh: x; POLK inh: 12.6µM*; 12-LOX inh: x; Apoferritin bind: x; LDHA block: 1.7
C[C@]12CC[C@H]3[C@@H](CCC4=CC(=O)CC[C@@H]43)[C@@H]1CC[C@@H]2OC(=O)CCc1ccccc1 is listed as APEX1 inh: -4.1%; RGS4 inh: x; POLK inh: x; 12-LOX inh: -8.6%[22.9 µM]; Apoferritin bind: x; LDHA block: x

(cont.)
SMILES	APEX1 inh	RGS4 inh	POLK inh	12-LOX inh	Apoferritin bind	LDHA block
CC(C)=CC1C(C(=O)OCc2coc(Cc3ccccc3)c2)C1(C)C (stereo not given)	x	x	-1.4%[19.4 µM]	-19.5%	x	x
CC(C)(C)CC(C)(C)c1ccc(O)cc1	x	x	-2.7%[19.4 µM]	u	x	x
CC(C)(c1ccc(OC[C@@H]2CO2)cc1)c1ccc(OC[C@H]2CO2)cc1	-5.1%	x	-11.1%[19.4 µM]	55.2%[activator]	x	x
COCC(=O)N1CCC2(CCCN(Cc3ccncc3)C2)CC1	1.9%	x	-3.9%[60.1 µM]	-12.3%[57.4 µM]	x	x
CS(=O)(=O)N1CCC2(CC1)CN(Cc1ccncc1)C2	16.7%	x	10.2%[60.1 µM]	0.1%[57.4 µM]	x	x
COc1ccc(NC(=O)N2CC3(CCN(C(=O)Oc4ccccc4)CC3)C2)cc1	1.7%	x	-9.2%[60.1 µM]	-2.4%[57.4 µM]	x	x
Nc1ccccc1C(=O)O	-0.7%	x	-12.5%[60.1 µM]	0.1%[22.9 µM]	x	x
NC(N)=Nc1ccc2[nH]c3c(c2c1)C[C@]1(O)[C@@H]2Cc4ccc(O)c5c4[C@]1(CCN2CC1CC1)[C@@H]3O5	-2.7%	x	-13.9%[19.4 µM]	0.0%	x	x
O=C(Nc1ccccc1)N1CCC2(CC1)CCN(C(=O)Oc1ccccc1)CC2	-0.3%	x	-3.0%[60.1 µM]	-6.6%[57.4 µM]	x	x
O=C(c1ccco1)N1CCC2(CC1)CN(Cc1ccncc1)C2	0.8%	x	7.4%[60.1 µM]	9.0%[57.4 µM]	x	x
O=C(Oc1ccccc1)N1CCC2(CCN(Cc3nccs3)CC2)CC1	0.0%	x	-0.3%[60.1 µM]	-4.4%[57.4 µM]	x	x
COc1ccc(NC(=O)N2CCCC3(CCN(C(=O)Oc4ccccc4)CC3)C2)cc1	1.1%	x	-13.2%[60.1 µM]	-30.0%[57.4 µM]	x	x
O=C(c1ccco1)N1CCC[C@@]2(CCN(Cc3ccncc3)C2)C1	30.5%[activator]	x	-1.8%[60.1 µM]	u	x	x
O=C(Oc1ccccc1)N1CCC[C@@]2(CCN(Cc3ccccc3)C2)C1	-8.7%	x	0.9%[60.1 µM]	7.2%[57.4 µM]	x	x
O=C(Nc1ccccc1)N1CC[C@@]2(CCCNC2)C1	-1.1%	x	8.5%[60.1 µM]	5.4%[57.4 µM]	x	x
CC(C)CN1CC2(CCN(C(=O)Oc3ccccc3)CC2)C1	-5.6%	x	7.1%[60.1 µM]	-1.4%[57.4 µM]	x	x
NC[C@H](CP(=O)(O)O)c1ccc(Cl)cc1	u	x	-9.0%[19.4 µM]	107.1%[activator]	x	x
CN1CC[C@@]2(CCCN(C(=O)c3csnn3)C2)C1	29.3%	x	-0.8%[60.1 µM]	u	x	x
O=C(Oc1ccccc1)N1CCC2(CCCN(C(c3ccccc3)c3ccccc3)C2)CC1	1.9%	x	-8.5%[60.1 µM]	7.8%[57.4 µM]	x	x
C[C@H]1CCC/C=C/C2C[C@H](O)C[C@H]2[C@H](O)/C=C/C(=O)O1 (stereo not given in full)	2.4%&-4.8%	x	3.5%[19.4 µM]	-2.1%[176 µM]	x	x
CCCCCCC(C)(C)c1ccc([C@@H]2C[C@H](O)CC[C@@H]2CCCO)c(O)c1	u	x	u	u	x	x
N[C@H](CP(=O)(O)O)C(=O)O	2.8%	x	-6.5%[19.4 µM]	u	x	x
c1csc(CN2CC[C@@]3(CCCNC3)C2)n1	3.4%	x	-2.1%[60.1 µM]	-8.9%[57.4 µM]	x	x
CC[C@]1(C2=NCCN2)Cc2ccccc2O1	-1.9%	x	-6.7%[19.4 µM]	0.0%	x	x
c1ccc(N2CC[C@@]3(CCCNC3)C2)cc1	4.5%	x	-3.6%[60.1 µM]	u	x	x
CN1CCN(c2ncc3ncc(=O)n(C)c3n2)CC1	u	x	-3.1%[60.1 µM]	u	x	x
Cc1nc2cnc(N3CCNCC3)nc2n(C)c1=O	1.0%	x	2.4%[60.1 µM]	u	x	x
CN1CCc2cc3c(cc2C1C1OC(=O)c2c1ccc1c2OCO1)OCO3 (stereo not given)	2.3%&-2.9%	x	3.9%&-6.7%[19.4 µM]	1.2%	x	x
COc1cc([C@@H]2c3cc4c(c(O)c3C[C@H]3COC(=O)[C@@H]32)OCO4)cc(OC)c1OC	x	6.1%	-0.3%	x	x	4.0
COc1cc([C@@H]2c3cc4c(cc3[C@H](OC(C)=O)[C@H]3COC(=O)[C@@H]23)OCO4)cc(OC)c1OC	x	-1.3%	-4.6%	x	x	-2.1
C[C@]12CC[C@@H]3[C@@H](CCC4=CC(=O)CC[C@@H]43)[C@@H]1CC[C@@H]2OC(=O)CCc1ccccc1	x	x	-11.5%[60.1 µM]	-3.1%[57.4 µM]	u	x
O=C1OC(c2cc(I)c(O)c(I)c2)(c2cc(I)c(O)c(I)c2)c2ccccc21	x	x	3.55µM*	10µM*	-12.6%	x
COc1cc([C@@H]2c3cc4c(cc3[C@@H](O)C3COC(=O)C32)OCO4)cc(OC)c1O (stereo not given in full)	x	12.1%	-1.5%	-11.2%[57.4 µM]	x	x
Cc1[nH]c2c(C)cccc2c1C(O)CN1CCC(C)CC1 (stereo not given)	x	x	x	u	x	4.6
CC(C)(C)n1nnnc1C(c1cc2ccccc2o1)N1CCC2(CC1)C(=O)NCN2c1ccccc1 (stereo not given)	x	x	x	u	x	-3.7
Cc1ccc(C(C)C)cc1OCC(=O)N1CCN(Cc2nc(N)c3ccccc3n2)CC1	x	x	x	34.6%[activator]	x	2.9
COc1cc(/C=C(\C)[N+](=O)[O-])c(OC)c2c1OCO2	x	x	x	-9.3%	x	5.3
Oc1ccc(C2=CCN(CC(O)COc3ccc(F)cc3)CC2)cc1 (stereo not given)	x	x	x	u	x	11.7
O=C1NCN(c2ccccc2)C12CCN(C(c1cc3ccccc3o1)c1nnnn1-c1ccc3c(c1)OCCO3)CC2 (stereo not given)	x	x	x	u	x	-7.9
CC(C)(C)n1nnnc1C(CCc1ccccc1)N1CCC2(CC1)C(=O)NCN2c1ccccc1 (stereo not given)	x	x	x	-6.7%	x	-2.0
CCCNC(=O)NC(=O)COC(=O)c1cn(C)c2ccccc12	x	x	x	u	x	-9.9
CCc1ccc(C2SCC(=O)Nc3n[nH]c(C)c32)cc1 (stereo not given)	x	x	x	-4.7%	x	-0.4

Another view of four compounds above.
O=[N+]([O-])/N=C1\NCCN1Cc1ccc(Cl)nc1
  APEX1 inh: -2.1%&0.1%
  RGS4 inh: x
  POLK inh: x
  12-LOX inh: -7.0%[22.9 µM]
  Apoferritin bind: x
  LDHA block: x
Nc1ncnc2c1ncn2[C@@H]1O[C@@H]2COP(O)(=S)O[C@H]2[C@H]1O (stereo not given in full)
  APEX1 inh: x
  RGS4 inh: x
  POLK inh: -4.0%
  12-LOX inh: x
  Apoferritin bind: x
  LDHA block: -10.7
N=C(N)c1ccc(-c2ccc(-c3ccc(C(=N)N)cc3)o2)cc1
  APEX1 inh: x
  RGS4 inh: x
  POLK inh: 12.6µM*
  12-LOX inh: x
  Apoferritin bind: x
  LDHA block: 1.7
CC(=O)NCC(N)C(=O)c1ccc(C)cc1 (stereo not given)
  APEX1 inh: x
  RGS4 inh: x
  POLK inh: 0.6%
  12-LOX inh: x
  Apoferritin bind: x
  LDHA block: -3.2
